Compound activity as filed in PubChem.
PhoP inhibition: PhoP-dependent GFP reporter repression – Salmonella Typhimurium, primary screen (AID 1863); S. Typhimurium PhoP-regulated promoter GFP reporter, 4 h; higher % means a stronger effect; inhibition, % at 50 µM, or IC50 in µM where a hit was titrated; 0.16% of 300,000 active;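 active = inhibition over 29.93%, a cutoff 3 SD above the screen mean, later confirmed by dose response; inconclusive = inhibition over 29.93% but no dose response follow-up; inactive = inhibition at most 29.93% or unconfirmed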;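 also: 0% = low Mg2+ inducing control and 100% = high Mg2+ repressing control; strong numbers were not always called active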
NTR1 ag: NTR1-driven beta-arrestin-GFP spot formation – imaging, U2OS cells, high content, primary screen (AID 493036) | activation, % at 20 µM | agonist mode | 0.17% of 330,000 active;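 active = activation at or above 40% of the spot to cytoplasm intensity ratio, with at least 20 cells analyzed; inconclusive = wells under 20 cells, flagged as cytotoxic or low count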;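 also: 0% = DMSO without peptide and 100% = 100 nM NTR1 peptide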
Target sequence (P30989 whole entry, looked up): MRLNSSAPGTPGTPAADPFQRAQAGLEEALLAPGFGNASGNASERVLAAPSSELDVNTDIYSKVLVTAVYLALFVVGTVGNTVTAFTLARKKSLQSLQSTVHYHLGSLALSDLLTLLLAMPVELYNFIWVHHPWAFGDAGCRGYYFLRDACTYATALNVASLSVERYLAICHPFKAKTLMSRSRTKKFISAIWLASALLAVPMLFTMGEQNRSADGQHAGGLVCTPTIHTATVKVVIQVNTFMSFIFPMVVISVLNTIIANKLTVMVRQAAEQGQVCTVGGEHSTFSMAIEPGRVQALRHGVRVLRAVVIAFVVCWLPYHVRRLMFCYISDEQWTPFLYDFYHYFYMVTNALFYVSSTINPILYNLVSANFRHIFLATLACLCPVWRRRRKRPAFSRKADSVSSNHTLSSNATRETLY
RSV antiviral HEp-2: RSV antiviral activity via CPE protection, HEp-2 cells, primary 10 µM value included (AID 2391). HEp-2 cells, RSV-induced CPE inhibition; higher % means a stronger effect. 0.13% of 310,000 active. CPE inhibition, % at 10 µM; hits with a dose series show IC50 in µM; in the data active = a potency from the dose series; inconclusive = CPE inhibition mostly from about 23% at the one dose, without a potency; inactive = the rest, 99 in 100 with CPE inhibition below about 21%; also: strong numbers were not always called active
Rac1 GTP hydrolysis: MgcRacGAP GTPase-activating activity inhibitors, confirmation, biochemical, ADP Hunter fluorescence; inhibition, % at 30 µM; hits with a dose series show IC50 in µM; 0.6% of 340,000 active; MgcRacGAP-stimulated Rac1 GTP hydrolysis, ADP Hunter fluorescence; higher % means a stronger effect; GST-tagged Rac1 F28L mutant substrate;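 active = first-screen hits whose inhibition reached a set limit at any dose in the follow-up dose series; inconclusive = inhibition above the set first-screen limit but never retested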;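 also: fluorescence reports GDP produced by GAP-driven GTP hydrolysis; strong numbers were not always called active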
SV40 large T antigen: SV40 large T antigen inhibitors, biochemical (AID 1903); SV40 large T antigen ATPase/helicase inhibition assay; higher % means a stronger effect; one-dose inhibition, % at 20 µM; IC50 in µM for titrated hits; 0.39% of 310,000 active; in the data active = a potency from the dose series; inconclusive = inhibition mostly from about 32% at the one dose, without a potency; inactive = the rest, 99 in 100 with inhibition below about 32%; also: strong numbers were not always called active
T cell modulator: T cell immune modulation candidate | 2C CD8+ T cell-vesicle binding, flow cytometry; stronger effect = lower value | AID 2052 | 0.068% of 330,000 active | calls only at 7 µM;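 active = response, share of CD8 T cells binding vesicles, and their 90th percentile fluorescence all below set limits, cut at about 80% in these data, passing the limit was not always enough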
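incubation = binding step 1.5 h, 37 °C, antibody labelling 20 min, ice | test system = 2C mouse CD8+ T cells | read-out basis = percent CD8+ FL2 mean versus row control | controls = Peptide-free naked vesicles (low) and QL9 vesicles with 0.7% DMSO vehicle (high) | detection = flow cytometry of vesicle-bound cells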
Myeloid diff 2: compounds promoting myeloid differentiation. ER-HoxA9 myeloid progenitors, lysozyme-GFP differentiation, flow cytometry. calls only at 10 µM. 1% of 360,000 active;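 active = normalized GFP-positive differentiation at or above the plate's own cutoff, the solvent-only control mean plus 3 SD; inconclusive = no clear call, values can overlap the other calls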;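 also: cells exposed to compound for four days before flow analysis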
UTI89 phage lysis: protection from phage-mediated lysis, alamar blue read-out – E. coli UTI89, K1F phage, bacterial capsule biogenesis inhibitors (AID 488966); E. coli UTI89 K1F phage lysis, alamar blue, 2 h; higher % means a stronger effect; inhibition, % at 100 µM, or IC50 in µM where a hit was titrated; 0.02% of 340,000 active;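 active = phage lysis inhibition, versus mean bacterial control, above a set limit; inconclusive = no clear call, values can overlap the other calls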;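 also: capsule biogenesis inhibitors block K1F phage lysis so surviving cells raise fluorescence; higher fluorescence means more inhibition of phage lysis; actives were called in the ten point dose series up to 300 µM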
TNAP activation fold: stimulation of alkaline phosphatase TNAP activity – biochemical, luminescent, no phosphate acceptor, uHTS, primary screen (AID 1001) | 0.03% of 200,000 active | purified TNAP, luminescent activation assay, no phosphate acceptor; higher activation fold means a stronger effect | one-dose activation fold at 20 µM; EC50 in µM for titrated hits; in the data active = activation fold from about 3, or a potency from the dose series; inactive = the rest, 99 in 100 with activation fold below about 1.6; also: many of its hits are not listed in these tables
T cell modulator vesicle-bound %: further read-out of T cell modulator, marked with its call; double positive events, %; measured here: CD8+ vesicle-bound cell fraction;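 binding gate set so that unloaded-vesicle control wells show 10% double positive cells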
NTR1 ag cell count 20 µM: also measured in NTR1 ag; calls as there; cell count; measured here: cell count, cytotoxicity flag
Myeloid diff 2 GFP+ MAC1+ %: second read-out of Myeloid diff 2, no call of its own (marks repeat the call); GFP+ MAC1+ double positive, %; measured here: differentiation confirmed by MAC1 staining
The depositor's hits bear a star; i = inactive; ? = inconclusive; nt = not tested or not shown; [ ] = remark or other dose. Hits appear at their usual frequency; about 2.3% have a hit in one of these screens.

SMILES | PhoP inhibition | NTR1 ag | NTR1 ag cell count 20 µM | RSV antiviral HEp-2 | Rac1 GTP hydrolysis | SV40 large T antigen | T cell modulator | T cell modulator vesicle-bound % | Myeloid diff 2 | Myeloid diff 2 GFP+ MAC1+ % | UTI89 phage lysis | TNAP activation fold
Cc1cccc(C(=O)NCCc2csc(C)n2)c1 | 5.7% | 0.1 | 48 | 3.5% | 11.1% | 6.3% | i | 18.6 | i | 1.5 | 0.5% | 1.1
c1ccc2c(c1)C(=NC1CCCCC1)NC2=NC1CCCCC1 | 7.3% | 21.9 | 74 | -0.9% | 5.8% | 0.6% | i | 51.1 | ? | nt | -2.7% | 0.9
Cc1ccc2cc(CN(CC3CCCO3)C(=O)NC3CCCCC3)c(=O)[nH]c2c1C (centres undefined) | 8.4% | -1.0 | 74 | 0.1% | -0.8% | -6.9% | i | 30.0 | i | 0.5 | -0.3% | 1.1
CCOC(=O)C1(CCc2ccccc2)CCN(Cc2cnc(N(C)C)s2)CC1 | -4.2% | 1.9 | 38 | 0.3% | 4.8% | 24.1% | i | 20.6 | i | 0.3 | 0.1% | 1.1
Clc1ccc(Cl)c2sc(N3CCCC3)nc12 | 6.3% | 2.0 | 76 | 4.8% | -4.6% | 2.5% | i | 45.7 | i | 0.3 | -0.3% | 1.1
Cc1cc(C)c2c(=O)n(-c3ccccc3)[nH]c2n1 | 2.9% | 1.3 | 82 | 1.8% | 5.9% | 32.1% | i | 53.8 | i | 0.9 | 0.0% | 1.1
O=C(O)c1ccccc1C(=O)O | nt | -1.0 | 57 | 1.9% | 3.5% | nt | i | 42.7 | i | 2.0 | -1.0% | nt
NC(=O)NS(=O)(=O)Oc1ccccc1 | -8.2% | 3.1 | 73 | 1.1% | 9.6% | 3.5% | i | 31.0 | i | 1.1 | 0.3% | nt
COC(=O)c1ccc2c(c1)NC(=O)C(N1CCCCC1)S2 (centres undefined) | -15.6% | 0.4 | 77 | -1.1% | 1.1% | 16.8% | i | 62.5 | i | 1.0 | 4.7% | 1.1
COC(=O)c1c(C(=O)OC)c(-c2ccc(F)cc2)n2c1CS(=O)C2 (centres undefined) | 9.1% | -0.7 | 105 | 1.3% | 5.5% | 5.2% | i | 48.6 | i | 0.8 | 0.2% | nt
CC(C)(C)c1cc(CNC2CS(=O)(=O)C[C@@H]2O)cc(C(C)(C)C)c1O (some centres undefined) | 5.0% | -0.1 | 44 | 0.7% | 5.8% | 8.2% | i | 66.6 | i | 0.2 | 1.6% | 1
Cc1ccc(OCC(=O)N/N=C\c2c(C)n(C)c3ccccc23)c([N+](=O)[O-])c1 | 16.0% | -0.4 | 87 | 6.0% | 4.8% | -5.8% | i | 40.8 | i | 0.6 | 1.7% | 1
COC(=O)C1(C)NC(c2ccccc2C)C2C(=O)N(c3ccccc3)C(=O)C21 (centres undefined) | 10.3% | 0.2 | 54 | 3.0% | -17.4% | 5.7% | i | 49.1 | i | 2.5 | -1.6% | nt
COc1cc(/C=C2\SC(=S)N(CCC(=O)NC3CCCC3)C2=O)cc(OC)c1OC | -2.2% | 2.1 | 49 | 2.9% | -7.3% | 6.7% | i | 34.3 | i | 0.5 | 0.5% | nt
Cc1ccc(C23CC4CC(CC(NC(=O)NC(C)(C)CO)(C4)C2)C3)cc1 | -9.7% | 0.0 | 82 | 1.3% | -4.9% | 3.1% | i | 36.8 | i | 0.5 | -0.3% | 1.2
O=C(CSC(=S)N1CCCC1)NCC(=O)Nc1ccccc1Br | 5.9% | 2.0 | 73 | -2.2% | 7.6% | 6.6% | i | 45.1 | nt | nt | -1.5% | nt
CCOC(=O)C1CCN(S(=O)(=O)c2ccc3c(c2)NC(=O)CS3)CC1 | 7.8% | -0.3 | 70 | 5.5% | 9.1% | -15.3% | i | 38.4 | i | 0.3 | 1.0% | nt
O=C(NN1C(=O)C2C3C=CC(O3)C2C1=O)c1cccc(Br)c1 (centres undefined) | 0.8% | 6.1 | 29 | 3.0% | 1.6% | -3.5% | i | 27.6 | i | 0.1 | 1.3% | 1.1
Cc1ccc(S(=O)(=O)N2CCCC2CO)cc1 (centres undefined) | 3.3% | 0.8 | 62 | 2.4% | -1.3% | -2.7% | i | 25.4 | i | 0.9 | 3.8% | 1.1
Cn1nnnc1SCC(=O)Nc1ccc(N2CCOCC2)cc1 | 15.2% | -0.1 | 36 | -0.9% | 6.2% | 1.4% | i | 25.4 | i | 3.1 | 3.2% | 1.1
O=C(NCCOc1ccccc1F)c1ccc2c(=O)n3c(nc2c1)CCC3 | nt | -0.1 | 90 | 0.1% | 6.3% | nt | i | 26.7 | i | 1.0 | 0.8%[50 µM] | nt
CCCCCCn1c(N2CCN(c3ccccc3)CC2)nc2c1c(=O)n(C)c(=O)n2C | -2.5% | 23.7 | 84 | ? | -1.5% | 0.8% | i | 25.0 | i | 0.6 | -0.2% | 1
C/C(CC(=O)Nc1ccccn1)=N\NC(=O)c1ccccc1 | 4.6% | 3.0 | 65 | 2.2% | nt | 9.2% | i | 43.3 | nt | nt | nt | 1.1
COc1ccc(N2CC(C(=O)Nc3nccs3)CC2=O)cc1 (centres undefined) | 0.8% | -1.0 | 80 | 1.4% | 9.5% | 5.9% | i | 25.6 | i | 0.5 | -0.1% | 1.1
O=C(OCCOc1ccccc1)c1n[nH]c2ccccc12 | -8.0% | -0.9 | 52 | 6.1% | 9.0% | 6.5% | i | 12.3 | i | 0.1 | 0.5% | nt
CCCCN1C(=O)C2NN=C(C(=O)OC)C2C1=O (centres undefined) | -7.4% | -0.2 | 75 | 1.2% | 6.7% | 12.2% | i | 55.1 | i | 1.0 | 0.0% | 1.1
Cc1ccc(SCCNC(=S)Nc2ccc(C)c(C)c2)cc1 | 7.7% | 15.8 | 79 | 5.0% | -3.1% | 3.2% | i | 42.2 | i | 1.2 | 0.6% | 2
COc1ccc(C(NC(C)=O)c2c(O)ccc3ccccc23)cc1OC (centres undefined) | -10.2% | -1.0 | 58 | 0.8% | 9.4% | 26.3% | i | 39.5 | i | 0.6 | -1.1% | 1.1
Cc1ccccc1NC(=O)CN1CCOCC1 | -1.2% | 0.2 | 52 | 0.6% | 8.2% | 12.0% | i | 55.2 | i | 0.4 | -0.3% | nt
COc1ccc(/C(C)=N/NC(=O)c2ccccc2OCc2ccccc2)c(OC)c1 | 6.2% | 8.5 | 42 | 1.3% | 6.4% | 18.2% | i | 29.4 | ? | nt | -3.5% | 1.1
COc1ccc(C2=NN(C(=O)CSc3nnc(C)n3C)C(c3ccco3)C2)cc1 (centres undefined) | -0.5% | 1.5 | 51 | 0.2% | 5.2% | 11.5% | i | 22.1 | i | 0.6 | 0.9% | 1
CC(C)Cc1c(O)nc(SCC(=O)N2CCCCCC2)[nH]c1=O | -7.2% | -0.9 | 42 | -0.6% | 2.6% | 7.3% | i | 21.8 | i | 1.3 | -0.1% | nt
CC1CC(CC(=O)Nc2nc(-c3ccccc3)cs2)C(=O)O1 (centres undefined) | 8.4% | -1.2 | 94 | 2.0% | 5.5% | 8.0% | i | 44.3 | i | 0.1 | 0.2% | 1.2
CCCCCOc1ccc(C(=O)NC(C(=O)O)C(C)C)cc1 (centres undefined) | -2.2% | 0.5 | 53 | 0.4% | -0.5% | -4.7% | i | 23.1 | i | 5.2 | 1.9% | 1.2
CC(OC(=O)c1ccc(Cl)c(S(=O)(=O)N2CCCC2)c1)C(=O)NC1CCCCC1C (centres undefined) | 2.8% | -0.2 | 63 | -0.1% | nt | -23.5% | i | 10.0 | nt | nt | 2.7%[50 µM] | nt
Cc1cc(C(=O)CSc2n[nH]c(N)n2)c(C)n1C1CC1 | -4.5% | 1.3 | 36 | 0.2% | 1.8% | 13.6% | i | 12.6 | i | 0.6 | 6.5% | 1
O=C1CSCN1c1ccc(Cl)cc1 | 0.0% | 0.0 | 81 | -1.0% | 6.3% | 7.3% | i | 47.1 | i | 0.1 | 0.6% | 1
Cc1cc(NC(=O)CSCC(=O)Nc2ccc(C)c(C)c2)no1 | nt | 0.5 | 67 | 0.6% | 4.4% | nt | i | 27.0 | i | 1.3 | 1.7%[50 µM] | nt
CN(C)S(=O)(=O)c1cccc(C(=O)Nc2cccnc2)c1 | -3.2% | -0.8 | 46 | 0.4% | 7.0% | 4.3% | i | 21.8 | i | 1.5 | 3.0%[50 µM] | 1.1
Cc1ccc(C(=O)/C=C/Nc2ccc([N+](=O)[O-])cc2Br)cc1 | 18.6% | 1.2 | 59 | 1.3% | -2.2% | -0.6% | i | 42.4 | i | 1.0 | 1.5% | 1
CSc1nc2[nH]c3c(c2c2nnnn12)CCCC3 | 3.4% | 1.4 | 66 | 19.3% | 9.8% | 4.7% | i | 24.6 | i | 0.5 | 0.2% | 1
Cc1ccc(C)c(S(=O)(=O)Nc2cc(C)on2)c1 | -8.2% | 0.4 | 67 | 0.2% | -2.8% | -0.9% | i | 9.2 | i | 1.3 | 2.0%[50 µM] | nt
Cc1ccc(N(C(=O)c2ccccn2)C(C(=O)NC2CCCCC2)c2ccncc2)cc1 (centres undefined) | -2.3% | 3.0 | 63 | 0.2% | 6.1% | 10.4% | i | 31.3 | i | 0.2 | 0.3% | nt
COc1ccc(/C=N/n2cncn2)cc1CSc1ccccn1 | -6.8% | -0.1 | 34 | -0.8% | 12.4% | 0.5% | i | 17.6 | i | 1.2 | 0.1% | 1
O=C(O)[C@@H]1CCCN1S(=O)(=O)c1cccc2cccnc12 | 9.6% | -1.0 | 89 | 1.7% | 4.1% | 14.8% | i | 37.2 | i | 1.2 | -0.3% | nt
CC(COc1ccccc1)N1CCC(CO)(Cc2ccccc2)CC1 (centres undefined) | 5.0% | 0.5 | 50 | -4.0% | 3.3% | 3.5% | i | 17.1 | i | 0.6 | 0.1% | 1
CC(C)c1nc(SCC(=O)c2c[nH]c3ccccc23)n[nH]1 | 7.0% | 2.2 | 59 | 2.3% | 8.6% | -18.1% | i | 35.7 | i | 0.4 | 0.8% | nt
O=C(CC1C(=O)NCCN1Cc1ccoc1)NCCCn1ncc2ccccc21 (centres undefined) | 0.0% | 1.0 | 36 | -1.5% | 8.0% | 15.6% | i | 66.2 | i | 0.5 | -2.1% | 1.1
